POLB inh – inhibitors of human DNA polymerase beta; Potency, µM (series often up to 114 µM), for the others: top-dose activity change, negative = inhibition, actives largely listed as inhibitors; 340,000 tested, 1.3% active; AID 485314; Pol beta primer extension/strand displacement, fluorescence kinetic; P06746; also: potency is read from the fitted curve at half-maximal effect; % is scaled to controls: 0 for no effect and ±100 for the full control effect
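Curves were derived by four-parameter Hill fits of normalized qHTS data. The kinetic fluorescent primer-extension read was taken at 0 and 10 min after 50 nM substrate, following a 15 min room-temperature preincubation of 10 nM enzyme with compounds.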
ERG-DNA inh – blocks human ERG Ets domain binding to DNA. P11308. AID 624246. Potency, µM (top dose mostly 76.9 µM), inactives show at the highest dose FP activity, negative = inhibition, actives largely listed as inhibitors. 370,000 tested, 0.028% active. fluorescence polarization, His-ERG Ets domain / labelled DNA; active = well fitted inhibition curve with a large enough effect in the polarisation, with a control signal flat; inconclusive = small, poorly fitted or top-dose-only effect, or effect the other way, or a change in a side signal; inactive = no such curve, though single readings can be large or run the other way; the % refers to the polarisation;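 also: polarization taken with two DNA probes labelled with fluorescein and Texas red; potency is read from the fitted curve at half-maximal effect; % of control where 0% means no effect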
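His-tagged ERG Ets domain (1 uM in the protein solution; 300mM KCl, 50mM Tris-HCl, 1mM EDTA, 1mM DTT, pH 7.5) received compound, then a probe mix of 5 nM fluorescein-DNA and 100nM Texas-615-DNA. Fluorescence polarization was read for both dyes.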
Apoferritin bind – candidate novel general anesthetic via apoferritin binding | apoferritin/1-aminoanthracene competitive binding, fluorescence | 350,000 tested, 0.074% active | AID 485281 | Potency, µM (highest dose often 77.5 µM), without a hit: at the top dose activity change, negative = displacement, most hits filed as inhibitors; also: potency is read from the fitted curve at half-maximal effect; % is scaled to controls: 0 for no effect and ±100 for the full control effect; nearly all actives have a fitted effect of over 20% in size
Target sequence (P02791 2-175 limits assumed): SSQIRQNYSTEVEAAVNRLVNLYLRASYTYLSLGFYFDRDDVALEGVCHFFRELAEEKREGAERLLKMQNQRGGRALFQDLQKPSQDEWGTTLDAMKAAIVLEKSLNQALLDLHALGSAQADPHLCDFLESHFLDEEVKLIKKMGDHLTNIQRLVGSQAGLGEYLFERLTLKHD
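10 uM apoferritin + 50% sat. 1-AMA, PBS; cpd 10 min RT; Ex380/Em535 endpoint; normalized to free probe vs complex; 4-param Hill fit; propofol titration as pos. ctrl.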
ALOX12 inh – ALOX12 (human) lipoxygenase inhibition | P18054 | purified 12hLO, xylenol orange hydroperoxide absorbance | Potency, µM (series often up to 108 µM), for inactives: at the highest dose activity change, negative = inhibition, most hits filed as inhibitors | 580,000 tested, 1.1% active | AID 1671190; also: potency is read from the fitted curve at half-maximal effect; % is scaled to controls: 0 for no effect and ±100 for the full control effect
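Purified human 12hLO at 150 nM in 25 mM Hepes, 0.01% Triton X-100, pH 7.0, preincubated 15 min at room temperature with compound. Reaction started with 40 uM arachidonic acid, 30 min at room temperature. Hydroperoxide measured by Fe-xylenol orange, 573/405 nm absorbance ratio.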
Pol iota inh – DNA polymerase iota (human) inhibition; Q9UNA4; Pol iota fluorescent replication assay, 10 min; Potency, µM (top dose mostly 115 µM), inactives show at the top dose activity, negative = inhibition, actives largely listed as inhibitors; 390,000 tested, 1% active; AID 588590; also: potency is read from the fitted curve at half-maximal effect
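Fluorescent replication assay read twice, at 0 min and 10 min after adding 50 nM (final) substrate. Enzyme (10 nM) and compounds were first incubated 15 min at room temperature; enzyme-free buffer wells were negative controls.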
POLK inh – DNA polymerase kappa (human) inhibition | Q9UBT6 | purified Pol kappa, fluorescent DNA synthesis assay, 10 min | Potency, µM (top dose mostly 107 µM), inactives show at the highest dose activity, negative = inhibition, most hits filed as inhibitors | 400,000 tested, 0.53% active | AID 588579; also: potency is read from the fitted curve at half-maximal effect; % is scaled to controls: 0 for no effect and ±100 for the full control effect
Target sequence (Q9UBT6 whole entry, looked up): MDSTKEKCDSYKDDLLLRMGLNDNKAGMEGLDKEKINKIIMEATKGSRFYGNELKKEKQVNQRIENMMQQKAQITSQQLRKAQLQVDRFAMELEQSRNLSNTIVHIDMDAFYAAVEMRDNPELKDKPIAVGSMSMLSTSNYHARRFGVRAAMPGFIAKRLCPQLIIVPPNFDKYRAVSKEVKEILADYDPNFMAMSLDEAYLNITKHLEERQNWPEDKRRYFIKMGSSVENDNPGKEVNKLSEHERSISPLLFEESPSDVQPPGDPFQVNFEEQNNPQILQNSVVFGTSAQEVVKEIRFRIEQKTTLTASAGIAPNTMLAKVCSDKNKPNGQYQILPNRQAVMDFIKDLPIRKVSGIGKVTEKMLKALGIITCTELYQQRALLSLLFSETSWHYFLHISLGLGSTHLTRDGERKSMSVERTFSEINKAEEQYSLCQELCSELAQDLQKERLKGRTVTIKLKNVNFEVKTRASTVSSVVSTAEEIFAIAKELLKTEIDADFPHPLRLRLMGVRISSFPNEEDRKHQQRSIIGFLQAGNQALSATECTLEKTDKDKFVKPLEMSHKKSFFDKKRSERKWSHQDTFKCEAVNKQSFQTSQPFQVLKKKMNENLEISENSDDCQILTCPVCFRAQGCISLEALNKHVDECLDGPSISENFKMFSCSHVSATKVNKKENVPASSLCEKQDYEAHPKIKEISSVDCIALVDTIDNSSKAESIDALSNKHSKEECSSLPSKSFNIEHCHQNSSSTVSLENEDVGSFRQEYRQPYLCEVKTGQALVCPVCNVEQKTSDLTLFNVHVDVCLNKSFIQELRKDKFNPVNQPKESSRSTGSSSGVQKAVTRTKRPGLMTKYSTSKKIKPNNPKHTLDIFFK
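First, compounds were pin-transferred onto 10 nM Pol kappa. After 15 min at room temperature, substrate was added to 50 nM final. Fluorescence was then measured kinetically at 0 and 10 min.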
APE1 inh – APE1 (human) endonuclease inhibition; P27695; recombinant APE1, TAMRA/BHQ-2 abasic DNA cleavage fluorescence; Potency, µM (highest dose often 65.8 µM), inactives show top-dose activity change, negative = inhibition, most hits filed as inhibitors; 350,000 tested, 0.35% active; AID 2517;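 also: potency is read from the fitted curve at half-maximal effect; plate controls were vehicle for no effect and reference inhibitor for full effect; nearly all actives have a fitted effect of over 55% in size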
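Quantitative HTS: incision of a TAMRA/BHQ-2 double-stranded substrate bearing a tetrahydrofuran abasic site by 0.75 nM APE1 raises fluorescence. Substrate 50 nM final, added after 15 min compound preincubation at room temperature; progress as third-minus-first kinetic read difference.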
BLM inh – Bloom syndrome helicase (human) inhibition; recombinant BLM DNA unwinding, fluorescence dequenching; Potency, µM (top dose mostly 56.1 µM), inactives show at the highest dose activity change, negative = inhibition, hits mostly inhibitors; 350,000 tested, 0.2% active; AID 2528;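 also: potency is read from the fitted curve at half-maximal effect; plate controls were vehicle for no effect and no enzyme for full effect; nearly all actives have a fitted effect of over 35% in size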
TRHR agonist – TRH receptor (human) agonism. TRHR cells, calcium flux fluo-8, FDSS agonist mode. activation, % at 2 µM. 360,000 tested, 0.18% active. AID 493084; in the data active = activation above about 30%; also: 0% is about no effect
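In this calcium-flux screen, cells bearing human TRHR are dye-loaded with fluo-8, baselined for 10 cycles, then exposed to library compounds; positive kinetic calcium responses during the agonist phase mark hits, with TRH as control.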
Numbers without * were called inactive; u = inconclusive; x = not tested or not shown; & = joins results of further samples; [ ] = another dose, or the depositor's remark. Unless noted, calls follow the shape of the dose curve; as a rule, active = well fitted curve in the direction sought with a large enough effect; inconclusive = small, poorly fitted or top-dose-only effect, or another doubt; inactive = no such curve, though single readings can be large; an effect the other way counts as inactive or inconclusive. Not all compounds are listed; rates above refer to the full screens.

SMILES	POLB inh	ERG-DNA inh	Apoferritin bind	ALOX12 inh	Pol iota inh	POLK inh	APE1 inh	BLM inh	TRHR agonist
CNC(=O)c1ccsc1NC(=O)C1CCCN1S(=O)(=O)c1cccs1 (stereo not drawn)	x	6.1%	x	x	54.0%[activator]	5.4%	7.7%	x	0.0
O=C(NC1(O)C(=O)c2ccccc2C1=O)c1c(Cl)cccc1Cl	11.0%	u	3.4%	u	1.58µM*	-13.1%	u	u	0.2
CCOc1ccc(CCNC(=O)COC(=O)/C=C/c2ccco2)cc1OCC	6.5%	6.7%	-14.7%	-19.5%	-28.5%	-6.9%	15.9%	-11.3%	1.1
CCc1ccc(OCCCC(=O)NCc2ccco2)cc1	u	-14.7%	2.7%	-21.7%	5.7%	0.8%	3.5%	-8.3%	-1.5
O=C(/C=C/c1ccc([N+](=O)[O-])cc1)/C=C/c1ccco1	10µM*	x	-4.6%	17.8µM*	x	x	1.7%	-26.3%	4.3
Cc1ccc(C(=O)OCN2C(=O)c3ccccc3C2=O)cc1S(=O)(=O)N1CCOCC1	x	1.0%	x	-3.7%	-24.6%	-4.9%	-13.2%	x	2.5
CCC(C)(C)NC(=O)C(c1ccccc1F)N(Cc1ccco1)C(=O)Cn1nnc2ccccc21 (stereo not drawn)	22.2%	0.5%	u	311.1%[activator]	20.9%	5.9%	-2.5%	-0.5%	1.5
COc1ccccc1C(=O)Nc1onc2c1CCCC2	-0.2%	3.8%	6.6%	-16.9%	9.1%	10.9%	x	-7.9%	0.2
Cc1ccc(NC(=O)c2nnn(CC(=O)Nc3ccc4c(c3)OCO4)c2N)cc1C	-6.4%	-5.6%	u	2.6%	-20.1%	-28.0%	-8.7%	-5.3%	-0.5
CCOc1cc(/C=N/n2c(C)nc3sc(C)c(C)c3c2=O)ccc1O	-6.3%	-1.5%	-10.7%	0.0%	15.2%	-3.6%	9.9%	-4.1%	-0.2
Cn1cc(CN(CCO)Cc2cccs2)c(-c2cccc(Cl)c2)n1	17.4%	10.0%	-10.3%	-2.6%	-13.8%	-3.3%	-6.4%	-2.1%	-0.3
C=CCSc1nc(N)c(C(=O)Nc2ccccc2OC)cc1C(=O)Nc1ccccc1	5.1%	1.2%	171.3%[activator]	0.0%	11.2%	-13.3%	-4.6%	-4.5%	-0.2
CC(C#N)Sc1ccc(S(=O)(=O)N2CCCC2)cn1 (stereo not drawn)	x	-7.5%	x	224.2%[activator]	12.7%	-21.9%	13.6%	x	0.1
COC(=O)c1cc(Br)c(=O)n(Cc2ccco2)c1	8.9%	-14.8%	-9.5%	u	-11.9%	-8.3%	6.0%	1.0%	0.1
Cc1ccc(Cl)cc1NC(=O)NCc1ccccn1	0.1%	5.3%	-10.7%	0.0%	-13.8%	-13.0%	17.8%	-5.0%	0.0
Cc1noc(C)c1CSc1ccccc1C(=O)OC(C)C(N)=O (stereo not drawn)	-10.7%	-3.7%	25.8%	-9.2%	33.9%[activator]	5.3%	71.1%	-1.0%	0.6
CCCCCCc1cc2cc(-c3cn4c(n3)sc3cc(OC)ccc34)c(=O)oc2cc1O	17.2%	2.1%	6.2%	-5.0%	19.0%	6.6%[60.1 µM]	x	-1.5%	2.2
N#C/C(=C\c1cc(Cl)ccc1O)C(=O)NC1CCCCC1	-13.9%	2.1%	-12.0%	u	7.1%	6.7%	-1.0%	-0.4%	0.7
CC(=O)Nc1ccc(Nc2nc3ccc(Cl)cc3n3cnnc23)cc1	-1.1%	5.1%	184.8%[activator]	0.0%	31.4%[activator]	-5.7%	x	-1.4%	0.8
Cc1nn(CC(=O)NC2CCCC2)c(C)c1[N+](=O)[O-]	x	-13.0%	x	-9.6%	28.7%	3.6%	4.1%	x	0.0
O=C(COc1cccc(Oc2ccccc2)c1)Nc1ccc(SC(F)F)cc1	28.0%	x	-0.9%	4.2%	4.0%	-14.0%	10.8%	-10.8%	2.0
CC(C)N1CC(C(=O)Nc2ccccc2)CC1=O (stereo not drawn)	1.3%	-0.2%	-0.3%	494.1%[activator]	8.7%	-5.0%	-1.3%	-2.0%	0.5
COc1ccc(OC)c(CCNC(=O)c2cc3cccc4c3n2CC(C)S4)c1 (stereo not drawn)	4.7%	-16.9%	121.4%[activator]	-24.6%	-8.5%	-6.6%	x	-13.6%	-0.3
COc1ccc(OCC2CCNCC2)cc1	-24.0%	-1.7%	-8.0%	u	6.0%	-23.7%	4.4%	1.0%	0.5
Cc1cc(C(=O)N2CCN(c3ccc([N+](=O)[O-])cc3)CC2)n[nH]1	-25.6%	-16.9%	-13.8%	-25.5%	1.5%	-9.7%	53.0%[activator]	-0.2%	-0.8
COc1ccc(Oc2ncc3nc(-c4ccc(F)cc4)c(=O)n(CCC#N)c3n2)cc1	x	x	x	0.0%	x	-0.5%[60.1 µM]	-1.5%	-2.8%	x
c1nc(C2CCCCC2)cc2cc3c(cc12)OCO3	x	8.4%	x	-25.7%	3.8%	13.1%	6.2%	x	x
Cc1ccc(Cl)cc1N(CC(=O)NC1CCCCC1)S(C)(=O)=O	-2.0%	x	-9.0%	13.3%	0.0%	-1.5%	11.4%	-4.3%	0.7
CN1CCN(c2ccccc2NC(=O)c2ccc(N3CCCCC3)c([N+](=O)[O-])c2)CC1	4.2%	-8.4%	-16.5%	18.0%	-16.8%	-22.5%	3.3%	-26.5%	-0.6
COc1cc(OC)cc(C(=O)NC(C(=O)N2CCc3ccccc3C2)C(C)C)c1 (stereo not drawn)	18.1%	8.8%	-0.2%	-2.2%	65.9%[activator]	-4.0%	5.4%[12.4 µM]	-2.0%	-1.1
O=C(Nc1ccccc1)N1CCN(c2nc3ccccc3s2)CC1	-16.3%	13.5%	3.4%	1.4%	-1.6%	-0.1%	0.8%	4.7%	-0.3
Cc1c(C(=O)NCc2cccnc2)oc2c1C(=O)CC(C)(C)C2	-29.4%	-0.7%	-5.0%	0.0%	9.6%	14.5%	-1.3%	-0.7%	-0.3
O=C(O)Cc1nn(Cc2ccc(Cl)cc2)c(=O)c2ccccc12	64.0%	1.7%	-5.0%	-8.5%	81.3%[activator]	0.7%	14.1%	3.0%	0.8
COc1ccc(OC)c(Cc2nnc(CCC(=O)NC3CCCCCCC3)o2)c1	-0.1%	3.5%	-22.3%	11.6%	37.7%[activator]	0.7%	-3.8%	1.1%	-0.1
Cc1nc(N(C)C)c2sc(=S)n(Cc3ccccc3)c2n1	51.0%	1.1%	4.1%	3.6%	79.6%[activator]	10.1%	0.9%	-9.0%	0.2
Cc1cc(C)c(NC(=O)CN2CCN3CCCC3C2)c(C)c1 (stereo not drawn)	5.0%	7.9%&-7.2%	2.2%	-9.8%&9.4%	4.1%&5.2%	-10.9%&1.5%	16.1%	2.1%	-0.1
COc1ccc(-c2onc(C)c2-c2cscn2)c(O)c1	u	-5.1%	-1.7%	2.9%	116.0%[activator]	-18.1%	-2.5%	-2.7%	0.3
Cc1ccc(-c2nn(C)c(=O)c3ccccc23)cc1S(=O)(=O)NCCCN(C)C	27.9%	-2.9%	-8.1%	-3.2%&-3.1%	3.1%	4.7%	x	-7.9%	1.6
Cc1ccc(N2CCN(C(=O)c3cc4cc5ccc(C)cc5nc4s3)CC2C)cc1 (stereo not drawn)	-9.0%	-1.6%	-6.1%	0.0%	18.8%	19.5%	x	-1.2%	0.4
Cc1nnc(SCC(=O)c2ccccc2F)n1Cc1ccccc1	-20.6%	4.7%	4.8%	2.5%&0.0%	56.4%[activator]	3.3%	-7.8%	-1.5%	-0.4
C[C@H](NC(N)=O)C(=O)Nc1ccc(OCc2ccccc2)cc1	38.9%	-2.3%	u	0.9%	-1.2%	5.9%	0.2%	1.6%	-0.7
CCC(=O)N1CCc2cc(S(=O)(=O)CCC(=O)NCc3ccc4c(c3)OCO4)ccc21	-1.9%	8.0%	0.6%	u	25.3%	-2.0%	1.2%	-3.5%	-1.3
CC(C)C1=CC2=CCC3C(C)(C(=O)O)CCCC3(C)C2CC1 (stereo not drawn) (tested in a mixture with another compound)	-25.4%	x	-8.4%	x	x	x	52.1%[activator]	-4.9%	0.4
Cc1ccc(C2=N/C(=C\c3cccs3)C(=O)N2Nc2ccccc2)cc1	7.1%	8.0%	-20.2%	u	7.9%	-3.4%	10.2%	-10.0%	2.7
Cc1ccc2sc(NC(=O)CN3C(=O)c4ccccc4C3=O)nc2c1C	8.6%	8.0%	6.9%	18.6%[57.4 µM]	u	-6.6%	-2.8%	-3.3%	-0.3
CCCCn1c(SCc2nc(N)nc(Nc3ccccc3C)n2)nc2ccccc2c1=O	18.5%	6.0%	-4.1%	127.1%[activator]	4.8%	-27.0%	u	-6.9%	0.1
CC(C)NC(=O)CCCOc1ccc(Cl)cc1Cl	8.8%	x	-8.6%	-16.7%	19.6%	-6.9%	4.6%	4.0%	-0.2
Fc1ccc2cnc(-c3ccccc3)c(-c3cc(C(F)(F)F)cc(C(F)(F)F)c3)c2c1	x	4.4%	x	-27.7%	23.4%	-1.6%	-32.0%	x	x
CNC(=S)Nc1ccc(Cc2ccncc2)cc1	0.5%	3.7%	3.6%	u	8.3%	-6.2%	1.3%	-2.0%	0.7
COC(=O)c1cc(Br)ccc1NC(=O)Nc1ccccc1	25.1%	-6.5%	-1.3%	0.3%	345.2%[activator]	-3.4%	0.7%	-0.6%	0.2
O=C(Nc1ccccc1)OCCCCOC(=O)Nc1ccccc1	x	6.9%	x	-6.5%	50.3%[activator]	-8.0%	x	x	x
CC(=O)c1cccc(NC(=O)c2cc(C)no2)c1	27.3%	14.3%	14.1%	-5.6%[57.4 µM]	u	-4.4%	10.2%	6.8%	1.6

Screens from PubChem.
